Screening results as filed in PubChem.
hK5 inh: kallikrein 5 (human) inhibition; inhibition, % at 5 µM; Q9Y337; 210,000 compounds, 0.59% hits; recombinant hK5, fluorogenic AMC substrate cleavage;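 active means inhibition of 40% or more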;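 further: 0% = enzyme controls without compound and 100% = no-enzyme blanks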
Target sequence (Q9Y337 67-293 limits assumed): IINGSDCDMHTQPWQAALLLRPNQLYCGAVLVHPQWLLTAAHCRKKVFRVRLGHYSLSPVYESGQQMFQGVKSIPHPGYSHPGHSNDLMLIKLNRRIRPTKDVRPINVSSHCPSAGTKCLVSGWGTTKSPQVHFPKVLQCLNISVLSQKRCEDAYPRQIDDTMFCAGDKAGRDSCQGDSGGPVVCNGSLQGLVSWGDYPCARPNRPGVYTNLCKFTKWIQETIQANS
Thrombin inh: thrombin (human) inhibition. P00734. alpha-thrombin, Boc-VPR-AMC fluorogenic substrate cleavage. inhibition, % at 5 µM. 220,000 compounds, 0.26% hits. AID 1046;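 active means inhibition at or above 40%; inactive means inhibition below 40%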;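 further: 0% = enzyme with no compound and 100% = wells without enzyme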
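Material: human alpha-thrombin protein. Incubation: reaction at ambient temperature. Technique: fluorescence of released AMC, ex 355 nm, em 460 nm. Control set: no-compound enzyme wells and no-enzyme blanks. Also added: Boc-VPR-AMC substrate, 15 µM final. Buffer or medium: pH 7.5 Tris (50 mM) with NaCl 150 mM, Tween 20 0.05%.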
Runt-SMMHC FRET: Runt domain-CBFb-SMMHC interaction inhibition; 220,000 compounds, 0.74% hits; Q01196+Q13951; inhibition, % at 20 µM; Cerulean-Runt/Venus-CBFb-SMMHC FRET ratio 530/480, 1 h;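 active means mean inhibition across duplicate retests at 20 µM reaching about 50%, limit read from the data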;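 further: 0% = DMSO wells and 100% = wells with excess untagged CBFb-SMMHC; inhibitors lower the FRET ratio by blocking Runt binding to CBFb-SMMHC; some results filed as inactive read as strong as hits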
Target sequence (Q01196 whole entry, looked up, the tested form may be a part): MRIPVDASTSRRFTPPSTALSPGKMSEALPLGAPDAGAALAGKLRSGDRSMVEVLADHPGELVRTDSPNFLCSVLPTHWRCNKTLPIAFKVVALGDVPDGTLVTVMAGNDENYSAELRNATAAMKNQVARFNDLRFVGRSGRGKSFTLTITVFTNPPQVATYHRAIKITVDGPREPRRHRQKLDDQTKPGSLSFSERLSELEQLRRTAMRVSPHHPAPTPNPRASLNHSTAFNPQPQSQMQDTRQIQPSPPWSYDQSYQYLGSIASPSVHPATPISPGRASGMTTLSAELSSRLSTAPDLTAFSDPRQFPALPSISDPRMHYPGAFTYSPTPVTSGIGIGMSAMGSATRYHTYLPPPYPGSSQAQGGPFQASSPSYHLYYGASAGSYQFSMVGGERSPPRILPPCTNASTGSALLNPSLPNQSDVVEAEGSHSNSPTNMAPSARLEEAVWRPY
Target sequence (Q13951 whole entry, looked up, the tested form may be a part): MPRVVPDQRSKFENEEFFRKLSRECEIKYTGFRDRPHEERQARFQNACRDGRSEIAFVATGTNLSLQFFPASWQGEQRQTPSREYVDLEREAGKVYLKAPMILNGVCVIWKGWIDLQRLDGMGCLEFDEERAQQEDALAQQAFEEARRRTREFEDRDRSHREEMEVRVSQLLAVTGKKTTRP
14-3-3 Bad PPI: disrupts binding of bovine 14-3-3 zeta to phospho-Bad peptide; TR-FRET 14-3-3zeta/Dy647-pBad peptide displacement, 1 h; inhibition, % at 21.7 µM; 220,000 compounds, 0.71% hits; AID 781;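 active means inhibition above about 70%, limit read from the data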;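 further: 0% = full 14-3-3 plus peptide FRET controls and 100% = background without 14-3-3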
FXIIa inh 1536: blocks human coagulation factor XIIa protease activity; P00748; purified FXIIa, Boc-QGR-AMC fluorogenic substrate, 2 h; inhibition, % at 5 µM; 220,000 compounds, 0.3% hits; in the data active means inhibition above about 40%;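 further: 0% = enzyme with no compound and 100% = blank without enzyme; many of its hits are not listed in these tables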
Hck-Nef inh: blocks Nef-activated human Hck kinase; Recombinant Hck-YEEI plus Nef, Z-Lyte FRET kinase assay; P08631; inhibition, % at 20 µM; 220,000 compounds, 0.68% hits;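 active means Hck-Nef kinase inhibition above about 50%, limit read from the data; inactive means inhibition below that limit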;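 further: 0% = DMSO with Hck plus Nef and 100% = Hck alone without Nef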
Wee1 stabilizer: human Wee1 degradation inhibition, primary screen. HeLa Luc-Wee1K328M stability, luciferase luminescence; 100% = proteasome inhibitor MG132 effect. reporter increase, % at 5 µM. 220,000 compounds, 1.2% hits;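 active means activation above the mean of all tested compounds plus 3 SD, set per screening run, cut at about 8.8% in these data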;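 further: cells exposed to compound for 20 h before luminescence read; 0% = DMSO alone and 100% = MG132 at 30 µM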
Runt-CBFb FRET: Runt domain-CBFb interaction inhibition. Cerulean-Runt/Venus-CBFb FRET ratio 530/480, 1 h. inhibition, % at 20 µM. 220,000 compounds, 0.46% hits. AID 1496;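 active means inhibition over about 50% at 20 µM in the single-dose screen, limit read from the data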;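 further: 0% = DMSO wells and 100% = excess unlabeled CBFb competitor control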
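Measured by: fluorescence energy transfer, 422 nm excitation, 530/480 nm emission; test system: Cerulean-tagged RUNX1 Runt domain (FRET donor) fusion protein; buffer or medium: Tris pH 7.5 buffer with BSA; compound: one dose, 20 µM compound, 1% DMSO; times: two 1 h room-temperature incubations shielded from light; benchmarks: unlabeled CBFb 5 µM, positive control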
FXIa inh: inhibitors of human coagulation factor XIa | P03951 | purified FXIa, Boc-Glu-Ala-Arg-AMC fluorogenic substrate | inhibition, % at 5 µM | 220,000 compounds, 0.14% hits | AID 798;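 active means inhibition of at least 40%; inactive means inhibition below 40%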;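 further: fluorescence of freed AMC excited at 355 nm; 0% = enzyme without compound and 100% = no enzyme blank; many of its hits are not listed in these tables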
The depositor's hits bear a star; . = not tested or not shown; [ ] = dose if it differs, or a comment.

hK5 inh	Thrombin inh	Runt-SMMHC FRET	14-3-3 Bad PPI	FXIIa inh 1536	Hck-Nef inh	Wee1 stabilizer	Runt-CBFb FRET	FXIa inh	SMILES
-2	-10	-3	0	2	-2	11*	-6	-2	Cc1nc2sc(C(c3cccs3)N3CCN(c4cccc(Cl)c4)CC3)c(O)n2n1 (stereo not given)
12	4	3	-3	9	-12	-1	5	-1	CCOC(=O)CSc1nc(C)cc(C)c1C#N
-5	-1	1	-11	14	3	1	0	12	CCOC(=O)Cc1csc(N/C(=N/S(=O)(=O)c2ccc(F)cc2F)c2ccccc2)n1
3	-3	-4	2	-2	3	-1	-2	0	CCN(CC(=O)NC(C)C)C(=O)CCNC(=O)c1ccc(Cl)cc1
-8	-1	-3	-4	11	6	-1	-4	-1	CCOC(=O)Cc1csc(NC(=O)Nc2ccccc2)n1
3	8	1	3	17	0	1	-4	4	COc1ccc(S(=O)(=O)N(CCCN2CCCC2=O)Cc2cc3c(C)ccc(C)c3[nH]c2=O)cc1
0	-3	-1	-7	3	-2	-2	-2	-3	Nc1ccc2nc(N3CCOCC3)sc2c1
7	2	3	.	8	-1	-2	-5	2	COCCCn1c2nc3ccccc3nc2c2c(=O)n(Cc3ccc(Cl)cc3)cnc21
4	-14	-6	1	13	1	-2	1	19	FC(F)(F)C1=CC(c2ccc(Cl)cc2)=NCCN1
1	-3	-1	3	10	-1	-1	-2	1	CC(=O)N1CCN(CC(O)COc2ccc(OCc3ccccc3)cc2)CC1 (stereo not given)
-17	1	0	2	11	1	5	-1	-3	Cc1cccc(NC(=O)c2ccccc2NC(=O)C(C)(C)C)n1
5	2	-9	-21	0	0	0	4	3	CN(C(=O)Nc1ccc(S(=O)(=O)N(C)C)cc1)C1CCCCC1
8	-5	-2	-3[fluorescence artefact?]	6	1	21*	.	-5	O=C(Cc1ccccc1)Nc1ccccc1N1CCOCC1
-16	-2	1	1	1	1	-1	-1	-17	CCN(CC)S(=O)(=O)c1ccc(NC(=O)C(OC)c2ccccc2)cc1 (stereo not given)
-3	-11	3	0	4	19	0	2	-5	COC(=O)c1sccc1NC(=S)N1CCC(C(N)=O)CC1

An excerpt of the results above, for reference:
hK5 inh	Thrombin inh	Runt-SMMHC FRET	14-3-3 Bad PPI	FXIIa inh 1536	Hck-Nef inh	Wee1 stabilizer	Runt-CBFb FRET	FXIa inh	SMILES
-16	-2	1	1	1	1	-1	-1	-17	CCN(CC)S(=O)(=O)c1ccc(NC(=O)C(OC)c2ccccc2)cc1 (stereo not given)
-3	-11	3	0	4	19	0	2	-5	COC(=O)c1sccc1NC(=S)N1CCC(C(N)=O)CC1

Additional entries
hK5 inh	Thrombin inh	Runt-SMMHC FRET	14-3-3 Bad PPI	FXIIa inh 1536	Hck-Nef inh	Wee1 stabilizer	Runt-CBFb FRET	FXIa inh	SMILES
0	-1	1	-7	.	-3	1	0	-1	Cn1nc(C(=O)Nc2ccc(S(=O)(=O)N3CCOCC3)cc2)c2ccccc2c1=O
-7	-12	0	-9	1	11	-2	5	-4	C/C(=N\NC(=S)NC(C)C)c1ccccc1OC(F)F
-1	4	1	-8	9	6	-3	-1	0	Cc1ccccc1-c1nc(C#N)c(NCc2ccco2)o1
2	0	14	-5	7	0	-4	27	1	Cc1ccc(-c2nn(-c3ccccc3)cc2CN(Cc2ccccc2)C(=O)CCC(=O)O)o1
0	-8	2	-8	6	26	1	-1	-1	O=C(O)COc1c(Cl)cc(/C=C2\NC(=O)NC2=O)cc1Br
-2	-6	3	-4[fluorescence artefact?]	6	2	4	-3	-8	NC(=NCCc1c[nH]c2ccccc12)NS(=O)(=O)c1ccc2ccccc2c1
0	1	1	-6[fluorescence artefact?]	13	8	2	1	3	O=[N+]([O-])c1ccccc1-c1cc(-c2cc(Cl)ccc2O)n[nH]1
-9	-5	0	2	-5	1	0	1	6	O=C(Cn1c(=O)n(CC2CCCO2)c(=O)c2ccccc21)c1ccccc1 (stereo not given)
-18	-9	-6	-10	-3	6	2	-4	-4	COc1cc2c(cc1NC(=O)COC(=O)[C@@H](NS(=O)(=O)c1ccccc1)C(C)C)oc1ccccc12
1	-1	-3	-20	6	20	0	0	-2	COc1cccc2c(N/N=C/c3ccco3)cc(C)nc12
-4	-1	1	1	1	16	5	1	-4	COCCOC(=O)C1=C(C)Nc2ncnn2C1c1ccco1 (stereo not given)
1	-5	2	-7	-1	2	-4	27	3	Fc1ccc(NC(=S)Nc2ccccc2OC(F)F)cc1Cl
4	1	3	7	10	13	0	0	2	CC1(C)CC(=O)C(C2C3=C(CC(C)(C)CC3=O)OC3=C2C(=O)CC(C)(C)C3)=C(O)C1
0	-7	3	2[fluorescence artefact?]	7	-6	0	-1	-3	N#CCCN1CCN(S(=O)(=O)c2ccc(S(=O)(=O)NC3CC3)cc2)CC1
-4	-2	-2	-16	1	13	0	-2	-5	O=[N+]([O-])c1cccc(-c2csc(N/N=C/c3cccc(O)c3)n2)c1

Later entries
hK5 inh	Thrombin inh	Runt-SMMHC FRET	14-3-3 Bad PPI	FXIIa inh 1536	Hck-Nef inh	Wee1 stabilizer	Runt-CBFb FRET	FXIa inh	SMILES
-2	-3	0	-6	7	23	0	0	2	COc1ccccc1CNC(=O)CSc1nnc2ccc(-c3cccnc3)nn12
-3	.	-1	-8	1	21	-3	3	3	O=C(c1cc([N+](=O)[O-])cc([N+](=O)[O-])c1)N1CCN(Cc2ccc3c(c2)OCO3)CC1
0	-2	-1	-4	6	17	-1	0	-1	CC(=O)N/C(=C\c1ccccc1)C(=O)Nc1ccccc1C
-11	-2	-7	4	12	2	-3	1	1	COC(=O)c1ccc(NC(=O)C2CCCN(S(=O)(=O)c3cnc[nH]3)C2)cc1 (stereo not given)
2	-7	60*	-1	9	17	-4	23	-1	CCOC(=O)C1=C(C)N=C2SC=C(C)N2C1c1ccc(OC)cc1 (stereo not given)
-5	-1	6	4	6	-1	6	-1	-1	COc1cccc(OC)c1C(=O)N1CCN=C1SCc1cccnc1
2	2	2	-3[fluorescence artefact?]	8	68*	4	-5	3	Fc1ccc(/C=N/Nc2ncnc3nc[nH]c23)cc1F
-11	-6	1	-6	2	-2	-2	-2	-2	COc1ccc(S(=O)(=O)N2CCOC2CNC(=O)C(=O)NCCc2ccc(OC)c(OC)c2)cc1C (stereo not given)
0	-5	-1	-11	8	-9	-1	1	-4	CCCCNC(=S)N1CCN(c2ccccc2Cl)CC1
-11	0	-3	-11[fluorescence artefact?]	10	-16	-1	-1	2	CC1CN(C(=O)C(c2ccccc2)c2ccccc2)CC(C)O1 (stereo not given)
-16	-4	-3	3[fluorescence artefact?]	5	2	0	-3	-2	C=CCSc1nc2sc(C)c(C)c2c(=O)n1N
.	2	-6	-1	15	11	5	1	3	Cc1nc2sc(-c3ccccc3)cc2c(=O)n1/N=C/N(C)C
-4	-4	1	6	2	23	-1	0	0	O=C(OCc1nnc(-c2ccccc2)o1)c1ccc(CO)cc1
-5	-3	0	71*	10	0	-1	-3	4	CCOC(=O)c1cccc(Nc2nc(C)cc(C)n2)c1
.	-4	4	1	4	-7	0	-1	-1	COc1ccc(/C=N/NC(=O)c2ccccc2[N+](=O)[O-])cc1CN1CCc2cc(OC)c(OC)cc2C1C (stereo not given)

(more compounds)
hK5 inh	Thrombin inh	Runt-SMMHC FRET	14-3-3 Bad PPI	FXIIa inh 1536	Hck-Nef inh	Wee1 stabilizer	Runt-CBFb FRET	FXIa inh	SMILES
3	15	-9	-5	26	1	-1	-13	18	Cc1ccnc(NC(c2ccccn2)c2c(C)[nH]c3ccccc23)c1 (stereo not given)
1	-8	2	-13	4	19	3	-3	1	COc1ccc(-c2nc(CN3CCCCC3c3cccnc3)c(C)o2)c(F)c1 (stereo not given)
2	-1	-1	1	8	30	1	3	0	O=S(=O)(NCc1ccc2c(c1)OCO2)c1cccc2nsnc12
7	5	-97	14	24	-25	0	-30	4	Nc1c(C(=O)Nc2ccccc2)sc2nc(-c3cccnc3)ccc12
-2	-7	0	-6	4	23	-3	11	-3	Cc1cccc2cc(C#N)c(NCCNC(=O)COc3ccccc3)nc12
4	1	3	-5	11	20	-4	0	1	O=C(CSc1nnc(-c2ccco2)o1)N1CCN(c2ccccc2)CC1
-5	0	-5	36[fluorescence artefact?]	10	1	-1	-1	4	CN1CCN(C(=O)c2c(O)c3cccc4c3n(c2=O)CCC4)CC1
-22	-14	0	4[fluorescence artefact?]	2	2	-3	0	0	COc1ccccc1NC(=O)COC(=O)[C@@H]1CCCN1C(=O)c1cccs1
3	-6	-2	-3	9	19	4	0	5	CC(C)NC(=O)C(=O)NNC(=O)CCc1ccccc1
11	-3	4	9	10	1	2	1	1	CCOC(=O)C1=C(C)Nc2ncnn2C1c1ccc(N(C)C)cc1 (stereo not given)
-32	-6	-1	-18	1	3	-4	-44	-5	N#CC1=C(N)C(C#N)(C#N)C(c2cccnc2)C2CC(c3ccccc3)CC=C12 (stereo not given)
31	19	-8	-6	28	2	2	-1	7	CCn1c(CC(=O)Nc2ccc(C)c(Cl)c2)nnc1SCCOc1ccc(OC)cc1
.	0	1	-9	6	11	-1	0	4	c1csc(-c2noc(CN3CCN4CCCC4C3)n2)c1 (stereo not given)
-1	-12	-8	-8	7	20	-5	-4	-3	COc1ccc(-c2nnn(CC(=O)N(c3cccc(O)c3)C(C)C(=O)NC3CCCC3)n2)cc1OC (stereo not given)
-1	-4	2	-6	.	-8	6	-1	-3	COC(=O)c1ccc(NC(=O)Cc2ccc(F)cc2)cc1

Carrying on:
hK5 inh	Thrombin inh	Runt-SMMHC FRET	14-3-3 Bad PPI	FXIIa inh 1536	Hck-Nef inh	Wee1 stabilizer	Runt-CBFb FRET	FXIa inh	SMILES
-9	-7	3	1[fluorescence artefact?]	12	2	-3	2	5	CC(NCCOCCOc1ccccc1)c1ccccc1 (stereo not given)
-13	-17	-2	0[fluorescence artefact?]	-5	3	-3	-3	-9	NC(=O)COC(=O)CC(NC(N)=O)c1ccc(Cl)cc1 (stereo not given)
2	-4	-1	-1	8	0	-1	-8	9	O=C(Oc1ccc(Cl)cc1)c1ccc(COC(=O)c2cnccn2)cc1
-20	3	-5	-23	-3	1	-2	-1	-4	O=C1CN(C(=O)CN2C(=O)NC3(CCCCC3)C2=O)c2ccccc2N1
-6	0	-1	-10	10	8	-3	-1	1	O=C(Nc1cccs1)OCCN1CCN(Cc2ccccc2)CCC1=O
-8	2	6	18[fluorescence artefact?]	18	2	1	.	3	CCCCc1c(CCC)c(=N)c2ccccc2n1C
32	5	2	2	21	-11	0	1	11	OC1(CNCc2ccccc2)C2CC3CC(C2)CC1C3 (stereo not given)
13	3	-2	15	15	0	-1	1	-13	Cc1ccc(CN2C(=O)CCC2C(=O)NCCCN2CCCC(C)C2)cc1 (stereo not given)
-5	-3	0	-6	9	-1	1	2	-7	C/C(=N\NS(=O)(=O)c1ccc(C)cc1)c1cccs1
2	-3	-2	2	.	-34	1	-6	0	COc1ccccc1Nc1cc(N2CCOCC2)c2nonc2c1[N+](=O)[O-]
-268	2	-3	-10	14	-1	0	16	5	CCCOc1ccc(C(=O)NNC(=S)NC(=O)CC)cc1
12	11	2	10	13	0	-3	-12	8	CCS(=O)(=O)N1Cc2ccccc2CC1C(=O)Nc1nc(C)cs1 (stereo not given)
1	4	-3	0	11	13	0	0	3	NC(=O)c1ccc(-c2ccccc2F)cc1
